FAS TE block: FAS thioesterase domain inhibitors, primary screen, biochemical, fluorescence intensity, uHTS | AID 602261, 2012 | actives 0.67% (n = 360,000) | Fatty acid synthase (Homo sapiens), P49327 | inhibition, % at 15 µM | recombinant FAS-TE, OMFH fluorogenic substrate, fluorescence endpoint;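 active = compounds whose normalised, plate-corrected inhibition of enzyme fluorescence in the single-dose primary screen is 50% or more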;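 note: 0% = DMSO with enzyme and 100% = substrate without enzyme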
MsrA inhibitor: bovine MsrA enzyme inhibitors, primary screen, biochemical, absorbance, HTS | Methionine sulfoxide reductase A (Bos taurus) | purified bovine MsrA, absorbance read-out | inhibition, % at 15.5 µM | actives 0.75% (n = 360,000) | AID 651718, 2012; in the data active = inhibition above about 4.5%;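 note: 0% = vehicle wells with enzyme and 100% = reference inhibitor wells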
E coli Lon inh: inhibitors of E. coli Lon protease, primary screen, biochemical, fluorescence polarization; P0A9M0; inhibition, % at 7.94 µM; purified E. coli Lon protease; AID 602123, 2011; actives 0.42% (n = 360,000); in the data active = inhibition above about 13%, passing the limit was not always enough;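 note: 0% = enzyme with probe and DMSO and 100% = no enzyme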
Target sequence (P0A9M0 whole entry, looked up): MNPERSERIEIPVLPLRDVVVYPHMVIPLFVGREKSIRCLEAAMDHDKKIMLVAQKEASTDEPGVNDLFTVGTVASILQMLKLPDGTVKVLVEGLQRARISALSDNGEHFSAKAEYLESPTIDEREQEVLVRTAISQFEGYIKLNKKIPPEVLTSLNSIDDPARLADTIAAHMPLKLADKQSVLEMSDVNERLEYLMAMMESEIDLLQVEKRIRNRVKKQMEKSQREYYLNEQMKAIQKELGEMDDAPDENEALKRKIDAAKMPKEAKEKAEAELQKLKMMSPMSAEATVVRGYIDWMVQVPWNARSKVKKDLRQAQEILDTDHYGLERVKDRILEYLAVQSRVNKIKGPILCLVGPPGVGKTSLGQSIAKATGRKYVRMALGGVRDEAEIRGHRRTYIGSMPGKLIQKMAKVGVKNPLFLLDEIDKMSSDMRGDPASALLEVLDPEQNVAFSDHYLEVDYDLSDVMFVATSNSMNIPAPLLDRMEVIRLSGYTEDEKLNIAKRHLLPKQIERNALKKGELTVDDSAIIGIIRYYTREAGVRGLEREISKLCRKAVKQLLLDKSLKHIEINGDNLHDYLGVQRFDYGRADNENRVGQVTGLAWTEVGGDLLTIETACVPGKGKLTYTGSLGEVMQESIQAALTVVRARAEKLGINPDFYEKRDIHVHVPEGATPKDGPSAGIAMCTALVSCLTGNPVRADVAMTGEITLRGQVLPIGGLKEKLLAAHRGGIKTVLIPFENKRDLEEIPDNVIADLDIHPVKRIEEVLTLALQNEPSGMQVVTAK
bovine MsrA act: bovine MsrA enzyme activators, primary screen, biochemical, absorbance, HTS; Methionine sulfoxide reductase A (Bos taurus); purified bovine MsrA, absorbance read-out; activation, % at 10.6 µM; actives 0.3% (n = 360,000); AID 602163, 2012; in the data active = activation above about 7.5%;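 note: 0% = vehicle and 100% = reference activator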
Rpn11 inh: Rpn11 (PSMD14) deubiquitinase inhibitors, primary screen, biochemical, fluorescence polarization, uHTS. 26S proteasome non-ATPase regulatory subunit 14 (Homo sapiens), O00487. human 26S proteasome, Ub4-pepOG fluorescence polarization; 20S core pre-blocked with epoxomicin. calls only at 20 µM. actives 0.59% (n = 360,000);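 active = inhibition at 20 µM, scaled to each plate's controls, above about 33%, limit read from the data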
PABP1 MLLE inh: inhibitors of PABP1 MLLE–PAM2 peptide binding, primary screen, biochemical, fluorescence polarization, FITC-PAM2, GST-MLLE; Polyadenylate-binding protein 1 (Homo sapiens), P11940; inhibition, % at 20 µM; actives 0.36% (n = 360,000); in the data active = inhibition above about 35%, passing the limit was not always enough;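 note: plate controls were DMSO wells with GST-MLLE for no effect and wells lacking GST-MLLE protein for full effect; some results filed as inactive read as strong as hits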
Rin1 Abl inh: inhibitors of Rin1-Abl protein binding, primary screen, biochemical, TR-FRET; AID 588664, 2011; actives 0.4% (n = 360,000); inhibition, % at 7.35 µM; in the data active = inhibition above about 5%, passing the limit was not always enough
MT1-MMP act inh: blockers of MT1-MMP proenzyme processing, primary screen, HT1080 RFP-PRO-GFP cells, GFP/RFP fluorescence | Matrix metalloproteinase-14 (Homo sapiens), P50281 | GFP/RFP ratio fluorescence, overnight; percent of plate control window, DMSO zero | GFP/RFP ratio change, % at 20 µM | actives 0.061% (n = 360,000);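 active = GFP/RFP ratio change of at least 30% with cell ATP level not reduced by more than half and red fluorescence within 50% of control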; note: strong numbers were not always called active
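Assay system: RFP-PRO-GFP reporter HT1080 cells; read-out basis: GFP/RFP fluorescence ratio; benchmarks: DMSO wells and RFP-L50D-GFP cells; doses: 20 µM single dose, 1% DMSO; schedule: overnight cell settling, then overnight compound exposure, 37 °C, 5% CO2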
CSN inh: inhibitors of CSN-mediated cullin deneddylation, primary screen, biochemical, fluorescence polarization, uHTS; COP9 signalosome complex subunit 5 (Homo sapiens), Q92905; Purified CSN, SCF-Nedd8-OG deneddylation; inhibition, % at 12.5 µM; actives 0.38% (n = 360,000); AID 651999, 2013;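 active = pattern-corrected inhibition above about 35%, with an unprinted fluorescence ratio check between 0.5 and 1.5, limit read from the data, passing the limit was not always enough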;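 note: 0% = enzyme with substrate and 100% = substrate without enzyme; some results filed as inactive read as strong as hits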
Target sequence (Q92905 whole entry, looked up, one chain of several): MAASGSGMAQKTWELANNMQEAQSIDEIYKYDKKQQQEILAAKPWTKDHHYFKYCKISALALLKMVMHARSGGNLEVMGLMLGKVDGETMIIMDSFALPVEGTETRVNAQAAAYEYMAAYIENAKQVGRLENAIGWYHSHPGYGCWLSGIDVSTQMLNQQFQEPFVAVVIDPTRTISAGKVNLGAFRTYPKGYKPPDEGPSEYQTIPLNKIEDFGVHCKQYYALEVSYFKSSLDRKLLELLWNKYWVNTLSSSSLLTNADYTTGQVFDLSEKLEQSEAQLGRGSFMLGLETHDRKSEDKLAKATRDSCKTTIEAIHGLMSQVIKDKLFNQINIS
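Test system: Human Csn5 produced in HEK293T cells | Compound: 12.5 µM single point | Times: 90 min, room temperature | Signal: Fluorescence polarization readout | Read-out basis: % inhibition of substrate cleavage by Csn5 | Controls: no-enzyme wells high, enzyme-with-substrate wells low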
The depositor's hits bear a star; i = inactive; · = not tested or not shown.

SMILES	FAS TE block	MsrA inhibitor	E coli Lon inh	bovine MsrA act	Rpn11 inh	PABP1 MLLE inh	Rin1 Abl inh	MT1-MMP act inh	CSN inh
COc1ccccc1NC(=O)CSc1nnc(NC(=O)C2CC2)s1	-3.0	-0.6	11.1	-7.3	i	0.7	-0.9	1.8	-0.9
Cc1cc(-c2ccccc2)cc(C)n1	-7.9	-0.6	10.5	-3.8	i	7.8	1.5	0.2	3.6
O=c1[nH][nH]c2ccccc2c1=O	-6.6	0.2	-5.5	-3.8	i	-8.2	-3.9	-1.0	1.4
Clc1cccc(CN2C3=NCCCN3c3ccccc32)c1	0.3	-1.0	-3.8	-0.9	i	-4.7	0.6	2.2	-2.2
COc1ccc(C2C(C(=O)c3sc(C)nc3C)=C(O)C(=O)N2CCN(C)C)cc1 (configuration not stated)	-2.8	2.1	0.1	-3.4	i	-0.1	-2.4	-2.3	2.7
Cc1cnc(=O)[nH]c1SCc1ccccc1F	-7.4	-0.1	0.0	-3.7	i	-14.3	1.3	-0.6	-2.5
CC1Cc2ccccc2N1C(=O)Cn1c(=O)oc2cc(S(=O)(=O)NC3CCCC3)ccc21 (configuration not stated)	20.6	0.5	-4.3	-6.1	i	3.4	1.0	-3.7	3.2
Cc1ccc(NC(=O)c2cc(NC(=O)CCC(=O)O)ccc2N2CCCCC2)cc1	-5.4	0.6	-8.2	-1.1	i	-5.2	1.1	0.4	-3.2
COC(CNC(=O)C1CCCN(S(=O)(=O)c2ccc3c(c2)oc(=O)n3C)C1)OC (configuration not stated)	-3.3	0.1	-0.5	-3.8	i	18.4	1.5	2.6	0.3
CCOc1cc(C(=O)N/N=C/C(Br)=C/c2ccccc2)cc(OCC)c1OCC	-1.6	1.0	13.3	3.9	i	-5.3	-2.6	19.2	-0.7
O=C(c1ccc(NS(=O)(=O)c2ccc(F)cc2)cc1)N1CCN(c2ccccc2O)CC1	-3.3	-0.6	3.5	-3.0	i	-16.7	5.7	0.2	-3.8
CCSc1nc2sc3c(c2c(=O)[nH]1)CC(C)(C)OC3	-2.1	0.6	2.0	-0.7	i	6.5	0.4	1.4	-1.2
Cc1ccc(S(=O)(=O)N(C)c2nc3ccccc3[nH]c2=S)cc1	-0.3	0.4	-2.9	-3.2	i	30.9	-2.9	-2.4	0.8
COC(=O)CSc1nnc(CNS(=O)(=O)c2ccc(C)cc2)n1C	-5.4	1.3	5.4	-0.9	i	-3.1	-0.9	-3.5	-1.0
COc1cccc(NC(=S)N(CCCN2CCOCC2)C(C)c2cc3cccc(OC)c3o2)c1 (configuration not stated)	8.9	0.8	-5.3	-4.5	i	-93.1	0.5	3.1	-1.2
CCNC(=O)C1(C)CCN(C(=O)c2ccc(F)c(Cl)c2)C1 (configuration not stated)	-8.1	-0.1	-4.7	-3.2	i	9.1	-1.5	-0.1	-3.8
CC(C)(C)c1ccc(NC(=O)COC(=O)CCN2C(=O)c3cccc([N+](=O)[O-])c3C2=O)cc1	83.3*	1.4	-11.6	-6.2	i	5.2	1.9	3.0	1.1
O=C(O)CCC(NC(=O)C1CCCN1C(=O)OCc1ccccc1)C(=O)O (configuration not stated)	-4.7	0.1	-9.2	-2.8	i	4.8	0.9	2.1	1.1
C=CCn1c2ccccc2c2nnc(SC(CC)C(=O)Nc3sc4c(c3C#N)CCCC4)nc21 (configuration not stated)	27.4	2.4	6.1	-7.7	i	28.2	-1.0	-4.6	-3.1
Cc1ccc(OC(C)C(=O)Nc2ccncc2)cc1 (configuration not stated)	-4.9	-2.1	3.1	0.7	i	7.0	-0.7	0.4	1.3
Cc1ccc(-c2nc3ccccc3c(=O)n2NC(=S)N(C)C)cc1	-9.7	0.7	1.6	-5.1	i	22.6	1.2	2.0	-2.6
COc1cccc2c1C(CO)N1C(C#N)C3CC(C(=O)O)C(C1C2)N3C (configuration not stated)	-5.2	0.2	-4.7	-0.7	i	16.5	0.6	-32.5	-0.1
O=c1[nH]c2ccccc2cc1CN(Cc1ccco1)S(=O)(=O)c1ccc(F)cc1	6.2	1.7	-15.9	-0.2	i	-8.4	-5.9	1.9	2.8
CN(C1CCCCC1)S(=O)(=O)c1ccc2c(c1)c(=O)c(C(=O)NCCCN1CCCC1)cn2C	-2.6	-1.0	1.2	-5.7	i	-3.7	1.9	-0.9	0.3

An excerpt from above in order of count of non-hydrogen atoms, low to high.
SMILES	FAS TE block	MsrA inhibitor	E coli Lon inh	bovine MsrA act	Rpn11 inh	PABP1 MLLE inh	Rin1 Abl inh	MT1-MMP act inh	CSN inh
Cc1ccc(OC(C)C(=O)Nc2ccncc2)cc1 (configuration not stated)	-4.9	-2.1	3.1	0.7	i	7.0	-0.7	0.4	1.3
CCNC(=O)C1(C)CCN(C(=O)c2ccc(F)c(Cl)c2)C1 (configuration not stated)	-8.1	-0.1	-4.7	-3.2	i	9.1	-1.5	-0.1	-3.8
Cc1ccc(S(=O)(=O)N(C)c2nc3ccccc3[nH]c2=S)cc1	-0.3	0.4	-2.9	-3.2	i	30.9	-2.9	-2.4	0.8
COC(=O)CSc1nnc(CNS(=O)(=O)c2ccc(C)cc2)n1C	-5.4	1.3	5.4	-0.9	i	-3.1	-0.9	-3.5	-1.0
O=c1[nH]c2ccccc2cc1CN(Cc1ccco1)S(=O)(=O)c1ccc(F)cc1	6.2	1.7	-15.9	-0.2	i	-8.4	-5.9	1.9	2.8
CC(C)(C)c1ccc(NC(=O)COC(=O)CCN2C(=O)c3cccc([N+](=O)[O-])c3C2=O)cc1	83.3*	1.4	-11.6	-6.2	i	5.2	1.9	3.0	1.1

The list continues:
SMILES	FAS TE block	MsrA inhibitor	E coli Lon inh	bovine MsrA act	Rpn11 inh	PABP1 MLLE inh	Rin1 Abl inh	MT1-MMP act inh	CSN inh
COc1ccc(N/C(=N\c2nc(C)cc(C)n2)NC(=O)C(C)C)cc1OC	-1.5	0.1	-5.9	-3.8	i	1.3	-2.8	1.2	-3.2
O=C(N1CCN(S(=O)(=O)c2ccc(Cl)cc2)CC1)n1ccnc1	-5.4	0.3	-1.1	-2.8	i	-13.7	3.1	-0.5	-3.7
Cc1cccc(CCNS(=O)(=O)c2ccc3c(c2)oc(=O)n3C)c1	-0.6	0.7	-4.2	-12.4	i	-7.4	-3.0	-8.0	3.4
CCC(C)C(=O)Nc1ccc(S(=O)(=O)N2CCCC2)cc1 (configuration not stated)	-1.6	0.8	5.1	-0.4	i	-8.6	1.4	0.2	-6.3
O=C(c1cc(S(=O)(=O)N2CCOCC2)c(Cl)cc1Cl)N1CCCC1	-6.3	0.2	-3.2	-0.2	i	-1.0	2.5	2.7	7.5
O=C1CCC/C(=N\NC(=O)c2ccc(COc3ccccc3-c3ccccc3)cc2)C1	3.1	-0.9	-9.4	-1.3	i	2.5	0.6	-4.6	-1.5
CCOc1ccc(NC(=O)CNc2cccc(S(=O)(=O)N3CCCCCC3)c2)cc1OCC	13.5	-0.2	2.7	-0.7	i	11.5	0.1	-3.6	-2.1
Cc1cc(C(c2nnnn2Cc2ccccc2)N2CCOCC2)c(C)n1-c1ccc2c(c1)OCO2 (configuration not stated)	12.3	·	-1.4	-2.4	i	21.2	-1.8	-0.1	7.8
COc1ccc(NC(=O)C(CC(=O)O)Cc2ccccc2)cc1 (configuration not stated)	-10.6	0.3	11.9	-3.4	i	1.4	0.5	0.5	-1.0
O=C(Nc1cccc(Cl)c1)c1ccc2c(c1)SC1=NS(=O)(=O)CCN12	-3.9	-1.6	2.9	-2.9	i	16.4	-3.8	7.3	-3.5
Cc1ccc(S(=O)(=O)Nc2ccc3ccccc3c2)cc1	28.0	0.6	-9.5	1.1	i	25.8	-1.5	-0.1	1.4
Cc1cc(=O)c2c([nH]1)c(C)cc1[nH]c(C)c(C)c12	-37.0	1.9	-111.6	0.6	i	87.9	-0.7	-76.6	-45.4
Cc1ccc(/C=C/C(=O)NC(C)c2ccccc2)cc1 (configuration not stated)	-6.3	-0.3	-1.6	-7.2	i	-0.4	-1.5	-0.5	-12.6
CCC(CC)C(=O)c1c[nH]c(C(=O)NCc2ccccn2)c1	-1.9	-1.3	9.9	0.4	i	20.1	0.1	-5.0	-12.0
Cn1cc(/C=N/NC(=O)c2ccccc2O)c2ccccc21	-0.4	3.8	-3.0	-1.4	i	-6.5	-2.5	5.0	1.6
COc1ccc(S(=O)(=O)c2c(O)c3ccc(C(=O)Nc4cccc(F)c4)cc3[nH]c2=O)cc1	-6.7	0.9	-3.2	-3.8	i	8.2	0.1	2.9	-2.5
CN(Cc1nc(CCc2ccccc2)no1)Cc1cccs1	7.5	-0.1	3.3	-2.0	i	-8.3	-2.4	1.7	-4.7
CCOC(=O)CN(C(=O)CSc1nnc(Cc2ccccc2)n1-c1ccc(C)cc1)c1ccccc1	3.4	0.0	-11.8	2.7	i	-7.2	-1.5	-3.8	-3.3
Cc1sc2ncnc(SCC(=O)N3CCCC(C(N)=O)C3)c2c1C (configuration not stated)	-6.7	-1.4	-1.4	-1.8	i	21.5	1.5	2.1	0.9
O=C1c2ccccc2C(Nc2ccc3nc(-c4cccnc4)[nH]c3c2)N1Cc1ccco1 (configuration not stated)	-6.0	2.1	-4.0	0.7	i	0.2	1.1	0.4	-1.8
C[C@H](Cc1ccccc1)Nc1ncnc2c1ncn2[C@@H]1O[C@H](CO)[C@@H](O)[C@H]1O	-3.7	-0.9	-2.0	-3.2	i	0.8	2.5	-1.6	-3.1
CCN(CC)CCn1c2c(c(SCC(=O)Nc3cccc4ccccc34)nc1=O)CCCC2	-4.9	-0.6	-12.6	-3.3	i	7.9	-1.0	3.3	4.2
CC1C=CCC2C(=O)N(c3cc(Cl)ccc3O)C(=O)C12 (configuration not stated)	-5.6	-0.1	5.4	-1.1	i	-6.0	0.4	-1.5	-2.6
CCn1nc(NC(=O)c2ccncc2)c2cc3cc(C)ccc3nc21	-0.1	2.3	14.8	-1.1	i	3.1	-11.7	0.1	1.5
COc1cccc(CN2CCN(C(=O)CCc3nnc(C4CCCCC4)o3)CC2=O)c1	-3.1	0.2	-2.9	-2.0	i	-2.9	-1.9	0.8	6.7
O=C(N=C1SC2CS(=O)(=O)CC2N1Cc1ccccc1)C1CCCCC1 (configuration not stated)	-1.0	0.3	2.8	-4.0	i	0.9	-6.8	0.9	0.7
COC(=O)c1ccc2nc(-c3ccc(C)cc3)c(Cc3ccc(OC)cc3C)n2c1	20.1	0.1	-11.0	-3.4	·	·	·	-0.4	-2.0
Cn1cnnc1Sc1ccc(C(F)(F)F)cc1[N+](=O)[O-]	1.6	1.8	-7.4	-6.5	i	3.9	5.1	3.7	-5.0
CN(C(=O)c1cccc(NC(=O)Cc2ccc(NC(=O)C3CCN(C(=O)c4ccccc4)CC3)cc2)c1)C1CCCCC1	-8.5	0.2	-7.8	-8.9	i	-2.2	-0.1	-2.0	-0.4
CCc1cccc(-n2c(SCC(=O)c3c(N)n(C4CC4)c(=O)[nH]c3=O)nnc2N2CCOCC2)c1	-3.9	-0.7	-12.9	-0.1	i	0.6	4.6	1.0	3.8
CCCNC(=O)C1(C)CCCN(C(=O)C2(c3ccc(Cl)cc3)CCCC2)C1 (configuration not stated)	0.6	1.2	-0.3	1.8	i	2.6	0.1	1.1	-4.0
